Screening results deposited in PubChem BioAssay by National Center for Advancing Translational Sciences (NCATS).
TGFb inhibitor: TGF-b pathway inhibition | HepG2 CAGA-GFP TGF-b/SMAD3 reporter, GFP fluorescence, 18 h; TGF-beta stimulated, 500 pg/mL final | Potency, µM (series often up to 46.1 µM), for inactives: top-dose activity, negative = inhibition, actives largely listed as inhibitors | 1.2% of 410,000 active | AID 588855; further: potency means the concentration at half of the fitted maximal effect; on the % scale 0 is the no-effect control and ±100 the full control effect; nearly all actives have a fitted effect of over 65% in size
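HEPG2 CAGA-GFP, 1000 cells/well; 2 h settle, 37 C; cpd via pin tool; TGF-b 500 pg/mL final; 18 h, 37 C; GFP imaging ex488/em500-530; %Activity normalised to -TGF-b and +DMSO controls; CRC fit, curve class.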
pAkt inh: Akt phosphorylation inhibition | Neuro2A IGF-stimulated pAkt S473 HTRF, 20 min; hits give low values | activity change, % for hits at 50 µM | 0.32% of 360,000 active | AID 651550; in the data active means activity change below about -80%; inconclusive means mostly about -51% to -80%; further: on the % scale 0 is the no-effect control and ±100 the full control effect
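Neuro2A cells in DMEM with 0.5% FBS, overnight at 37 deg C, given compound at single 50 µM final, then IGF (6 nM final) for 20 min at 37 deg C. Lysed; phospho-Akt Ser473 by HTRF after 24 h, 665/615 ratio.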
A549 viability: kills or reduces viability of A549 cells in Nrf2 counter-screen; A549 ARE-Fluc cells, CellTiter-Fluor viability, 18-24 h; Potency, µM (top dose mostly 46 µM), without a hit: at the highest dose activity change, negative = cytotoxicity, hits mostly inhibitors; 0.16% of 390,000 active; AID 504648; further: potency means the concentration at half of the fitted maximal effect; on the % scale 0 is the no-effect control and ±100 the full control effect
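Cytotoxicity counterscreen: CellTiter-Fluor fluorescence was measured in A549 ARE_Fluc cells after 18-24 h of compound exposure in a concentration series. The subsequent BugLite luminescent read reports ARE-luciferase activity.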
EPAC2 ag: EPAC2 (human) agonism; AID 720711; 0.079% of 360,000 active; EPAC2 activation, biochemical qHTS; response scale: 100% = 6.5 mM cAMP response; Potency, µM (top dose mostly 154 µM), without a hit: top-dose activation, hits mostly activators; further: potency means the concentration at half of the fitted maximal effect; nearly all actives have a fitted effect of over 50% in size
Target sequence (Q8WZA2 whole entry, looked up): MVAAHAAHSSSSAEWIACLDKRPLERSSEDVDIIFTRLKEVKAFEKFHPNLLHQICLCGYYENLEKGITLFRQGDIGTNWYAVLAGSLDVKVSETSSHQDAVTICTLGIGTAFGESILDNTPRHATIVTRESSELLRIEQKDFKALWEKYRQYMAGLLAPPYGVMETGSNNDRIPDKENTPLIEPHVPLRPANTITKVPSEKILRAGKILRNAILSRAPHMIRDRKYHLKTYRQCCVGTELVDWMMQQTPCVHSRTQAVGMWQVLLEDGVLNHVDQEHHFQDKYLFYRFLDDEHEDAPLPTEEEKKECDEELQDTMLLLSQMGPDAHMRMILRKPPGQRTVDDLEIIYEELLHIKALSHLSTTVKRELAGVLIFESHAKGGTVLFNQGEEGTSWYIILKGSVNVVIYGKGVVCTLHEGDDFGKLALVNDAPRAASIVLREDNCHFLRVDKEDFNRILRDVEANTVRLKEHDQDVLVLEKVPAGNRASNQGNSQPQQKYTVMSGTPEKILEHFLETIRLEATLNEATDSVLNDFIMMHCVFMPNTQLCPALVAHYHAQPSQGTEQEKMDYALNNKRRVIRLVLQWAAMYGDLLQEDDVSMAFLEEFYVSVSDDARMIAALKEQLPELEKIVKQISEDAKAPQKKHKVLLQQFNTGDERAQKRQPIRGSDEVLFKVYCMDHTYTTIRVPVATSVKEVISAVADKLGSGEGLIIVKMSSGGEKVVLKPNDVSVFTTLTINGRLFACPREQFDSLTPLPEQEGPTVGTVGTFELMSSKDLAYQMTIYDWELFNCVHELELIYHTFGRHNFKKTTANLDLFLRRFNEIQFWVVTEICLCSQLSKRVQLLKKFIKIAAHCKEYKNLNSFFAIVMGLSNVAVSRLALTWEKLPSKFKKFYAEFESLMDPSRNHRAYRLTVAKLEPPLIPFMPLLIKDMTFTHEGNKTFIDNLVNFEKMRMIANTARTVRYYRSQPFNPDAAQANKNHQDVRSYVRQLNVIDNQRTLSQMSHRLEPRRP
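Each well held 100 nM EPAC2, 250 nM RAP1B-BODIPY-GDP and 50 uM GDP. Fluorescence, read at 5-min intervals to 30 min, was referenced to a 6.5 mM cAMP positive control.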
CCT chaperon mod: changes cytosolic chaperonin activity. purified chaperonin ATPase assay, HTRF ADP detection, 30 min. activity change, % (test concentration not listed), hits read low. 0.3% of 360,000 active. AID 651819; in the data active means activity change below about -30%; further: on the % scale 0 is the no-effect control and ±100 the full control effect
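We incubate TRiC, 40 or 20 nM final, with library compounds at 76 uM and 10 uM ATP for 30 min at 37 °C. ADP formed is detected with Transcreener HTRF reagents after 30 min at room temperature.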
EPAC2 antag: blocks human EPAC2 exchange factor; Q8WZA2; EPAC2 GEF exchange of Rap1B-BODIPY-GDP, fluorescence; Potency, µM (titrated, usually from 114 µM), inactives show at the highest dose activity, negative = inhibition, most hits filed as inhibitors; 0.18% of 360,000 active; further: potency means the concentration at half of the fitted maximal effect; on the % scale 0 is the no-effect control and ±100 the full control effect; nearly all actives have a fitted effect of over 45% in size; many of its hits are not listed in these tables
Nrf2 block: inhibitors of Nrf2 signaling; AID 504444; 2.1% of 360,000 active; A549 ARE-Fluc reporter, luciferase luminescence, 18-24 h; Potency, µM (highest dose often 46 µM), for inactives: at the top dose activity change, negative = inhibition, most hits filed as inhibitors; further: potency means the concentration at half of the fitted maximal effect; on the % scale 0 is the no-effect control and ±100 the full control effect; nearly all actives have a fitted effect of over 60% in size
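A549 ARE_Fluc cells, 5000/well, 5% FBS OPTI-MEM; compounds in dose-response, 18-24 h at 37 °C/5% CO2; CellTiter-Fluor viability read (Ex 405/Em 525), then BugLite luciferase luminescence = Nrf2 activity.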
Nrf2 activator: activators of Nrf2 (ARE) signaling; AREc32 ARE-luciferase reporter (MCF7-derived line), luminescence, 24 h; Potency, µM (highest dose often 46.1 µM), inactives show top-dose activation, hits mostly activators; 0.31% of 410,000 active; AID 624171; further: potency means the concentration at half of the fitted maximal effect; % of control where 0% means no effect; nearly all actives have a fitted effect of over 65% in size
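Each well held 1000 AREc32 cells, which were incubated with compound for 24 hr at 37 deg C after overnight attachment, and ARE reporter activity was quantified by firefly luciferase luminescence.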
Mm-Cpn inhibitor: inhibitors of Methanococcus maripaludis chaperonin (MmCpn). purified Mm-Cpn ATPase, ADP Transcreener TR-FRET. Potency, µM (series often up to 76.9 µM), for inactives: at the top dose activity, negative = inhibition, hits mostly inhibitors. 0.031% of 330,000 active; further: potency means the concentration at half of the fitted maximal effect; on the % scale 0 is the no-effect control and ±100 the full control effect; nearly all actives have a fitted effect of over 80% in size
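Reaction buffer contained 30 mM Tris pH 7.4, 100 mM KCl, 5 mM MgCl2 and 1 mM DTT. Mm-CPN (25 nM final) hydrolysed 10 uM ATP over 30 min at 37°C; ADP was read by HTRF.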
* = called active by the depositor; i = inactive; ? = inconclusive; · = no result given; & = joins results of further samples; [ ] = dose if it differs, or a comment. Unless noted, the call rests on the fitted dose curve; in most records, active means well fitted curve in the direction sought with a large enough effect; inconclusive means small, poorly fitted or top-dose-only effect, or another doubt; inactive means no such curve, though single readings can be large; an effect the other way counts as inactive or inconclusive. Not all compounds are listed; rates above refer to the full screens.

SMILES	TGFb inhibitor	pAkt inh	A549 viability	EPAC2 ag	CCT chaperon mod	EPAC2 antag	Nrf2 block	Nrf2 activator	Mm-Cpn inhibitor
O=C(CN1C(=O)S/C(=C/c2ccncc2)C1=O)N1CCOCC1	4%	i	-16%	0%	-3.2	-3%	6%	5.4%	-1%
CCOc1ccc(NC(=O)CN(c2ccc(OC)cc2)S(=O)(=O)c2cccs2)cc1	-5%	i	-5%	5%	1.7	7%	-8%	-0.2%	0%
CCCCC(=O)Nc1ccc(NC(=O)C(C)C)cn1	0%	i	-1%	6%	-1.9	0%	15%	-0.6%	-1%
CC(=O)[C@H]1CC[C@H]2[C@@H]3CCC4=CC(=O)CC[C@]4(C)[C@H]3[C@H](O)C[C@]12C	24%	i	0%	0%	-0.4	-5%	2%	-0.7%	1%
Cc1ccc(Cn2c(C(CO)Nc3nc(-c4ccc(F)cc4)cs3)nc3ccccc32)cc1 (stereo not drawn)	-3%	i	-15%	9%	-4.0	?	?	-0.8%	·
O=C(c1cccc([N+](=O)[O-])c1)N1c2ncnn2C2(CCCCC2)[C@@H]2CCCC[C@@H]21	1%	·	-3%	·	·	·	-2%	0.8%	·
O=C(COC(=O)/C=C/c1cccc(Cl)c1)Nc1c(F)cccc1F	3%	i	-1%	6%	-1.1	9%	1%	-0.6%	0%
Cc1ccc(NC(=O)CN(C)C(=O)Cn2ncc(Cl)c(Cl)c2=O)cc1	?	i	-1%	6%	-2.0	3%	0%	?	-6%
CC(NC(=O)COC(=O)C1CC1C)c1cccc(Cl)c1 (stereo not drawn)	2%	i	2%	3%	1.1	1%	12%	-0.7%	-1%
Nc1nnc(-c2ccc(F)cc2)s1	18%	i	-1%	17%	-0.4	-3%	21%	1.9%	-3%
Cc1cc(CN2CCCC(N3CCc4ccccc4C3)C2)cc(C)c1O (stereo not drawn)	8%	i	1%	2%	1.0	11%	4%	6.4%	-5%
Nc1nc(SCC(=O)NCC2CCCO2)[nH]c(=O)c1NC(=O)c1ccc(F)c(F)c1 (stereo not drawn)	29%	i	-3%	7%	-2.2	13%	-16%	0.5%	4%

Next part; the last 2 above are carried over.
SMILES	TGFb inhibitor	pAkt inh	A549 viability	EPAC2 ag	CCT chaperon mod	EPAC2 antag	Nrf2 block	Nrf2 activator	Mm-Cpn inhibitor
Cc1cc(CN2CCCC(N3CCc4ccccc4C3)C2)cc(C)c1O (stereo not drawn)	8%	i	1%	2%	1.0	11%	4%	6.4%	-5%
Nc1nc(SCC(=O)NCC2CCCO2)[nH]c(=O)c1NC(=O)c1ccc(F)c(F)c1 (stereo not drawn)	29%	i	-3%	7%	-2.2	13%	-16%	0.5%	4%
Cc1ccc(-n2nc(C(=O)N3CCN(C)CC3)c3c4ccccc4n(C)c3c2=O)cc1	-3%	i	-3%	1%	-6.2	7%	22%	-0.5%	·
COc1ccc(OC)c(NC(=O)c2cc(-c3cc(Cl)ccc3O)n[nH]2)c1	-26%	i	?	2%	1.4	-5%	?	3.3%	1%
COc1cc(OC)cc(C(=O)N2CCN(C(=O)Cc3ccccc3)CC2)c1	0%	i	1%	-13%	0.7	4%	0%	0.2%	-3%
O=c1[nH][nH]cc1C=Nc1ccc(Oc2ccccc2)cc1	-10%	i	-3%	0%	0.0	20%	0%	3.0%	1%
CCCc1ccc(OCC(O)CN2CCN(CCO)CC2)cc1 (stereo not drawn)	-12%	i	0%	12%	0.1	0%	-6%	-0.5%	1%
CNS(=O)(=O)c1ccc2c(c1)C(=O)c1cc(S(=O)(=O)NC)ccc1CC2	0%	·	10%	3%	·	-6%	-2%	0.2%	-2%
Cc1ccc(C2Nc3cccc4cccc(c34)N2)s1	-11%	i	?	5%	-0.6	-1%	-1%	5.3%	-3%
C/C(=N\NC(=O)c1ccccc1)c1ccccc1Br	-26%	i	11%	5%	-0.2	-2%	?	5.4%	1%
COC(=O)CSc1nnc(CNc2ccc(OC)cc2)n1C	-17%	i	-3%	-8%	2.6	5%	14%	-0.2%	-2%
O=C(NCc1ccc(Cl)cc1)c1cc2ccccc2oc1=O	-18%	i	-11%	2%	0.5	3%	-23%	0.4%	1%
COc1cc(NC(=O)C2CC(c3c(F)cccc3Cl)=NO2)cc(OC)c1OC (stereo not drawn)	-5%	i	-1%	5%	0.7	-3%	-30%	0.3%	-8%
CCN(CC)S(=O)(=O)c1ccc(S(=O)(=O)Nc2ccc(C(=O)N3CCCC3)cc2)cc1	-11%	·	-15%	10%	-2.1	-5%	?	-0.2%	-17%
COc1ccc(S(=O)(=O)NCC(c2cccnc2)N2CCN(Cc3ccccc3)CC2)cc1 (stereo not drawn)	-3%	i	-4%	0%	-0.5	10%	1%	0.2%	-6%
Cc1ccc(Cc2cncc(O)c2)cc1S(=O)(=O)O	-1%	i	-3%	5%	-1.8	3%	11%	-0.9%	-1%
Cc1ccccc1C(N)c1ccncc1 (stereo not drawn)	-1%	i	7%	4%	-1.6	-2%	-12%	8.3%	2%
CCOc1ccc(N2CC(C(=O)NCCc3ccc(S(N)(=O)=O)cc3)CC2=O)cc1 (stereo not drawn)	-18%	i	1%	17%	-4.6	-1%	2%	-0.2%	-4%
O=C1c2ccccc2C(=O)N1Cc1ccccn1	11%	i	2%&3%	6%	0.8	-10%	?	0.3%	0%
CCOc1cccc(NC(=O)C2CC(=O)N(C)C(=Nc3cccc(OC)c3)S2)c1 (stereo not drawn)	?	·	4%	·	·	·	-15%	0.7%	·
COc1ccc(C(=O)N2CC(=O)N(CCc3ccccc3)C(=O)C2)cc1OC	-15%	i	5%	4%	0.4	0%	·	2.4%	0%
CS(=O)(=O)c1ccc(C(=O)OCc2nnc(-c3ccccc3)o2)cc1[N+](=O)[O-]	?	i	?	13%	2.2	-15%	?	0.7%	1%
CC(=O)c1ccccc1C(=O)N1CCCC(CNC(=O)c2ccccc2Cl)C1 (stereo not drawn)	8%	i	3%	-3%	-1.3	0%	21%	-0.2%	-1%
COC(OC)C1Nc2ccccc2C(=O)N1c1ccc(F)cc1 (stereo not drawn)	21%	i	1%	5%	3.2	7%	1%	-0.7%	0%
CCCn1ncc(CN2CCC(n3nccc3NC(=O)c3ccccc3OC)CC2)c1C	-5%	i	-5%	9%	-1.6	12%	-1%	0.7%	0%
CCn1cnc2cc(NCc3ccc(OC)cc3)ccc21	15%	i	4%	0%	0.1	4%	?	-0.2%	-5%
O=c1[nH]ccc2c(O)cccc12	21%	i	-7%	10%	0.5	16%	-10%	-0.9%	·
COc1cc2c(cc1OC)-c1cc(OCc3cccnc3)nc(=O)n1CC2	-6%	i	0%	13%	-2.1	-2%	-28%	3.0%	-4%
CC1=C(C#N)C(c2cccnc2)C2=C(CCCC2=O)N1 (stereo not drawn)	-2%	i	0%	-3%	-2.4	9%	11%	0.4%	-1%
COc1ccc(OC)c(NC(=O)CSc2ncc3c(n2)-c2ccccc2N(C)S3(=O)=O)c1	4%	·	-11%	·	·	·	-13%	1.0%	·
O=C(CSc1ccc2nnc(-c3cccc(F)c3)n2n1)NCC1CCCO1 (stereo not drawn)	-5%	i	12%	4%	2.0	7%	0%	-0.9%	-1%
Cc1nc2ccc(NC(=O)Cc3ccc4c(c3)OCCO4)cc2s1	?	i	10%	14%	-0.4	2%	18%	1.9%	1%
CCCNc1nc(-c2cc(-c3ccc(Cl)cc3)on2)cc(C(C)C)n1	-12%	i	16%	12%	-3.1	-12%	?	-0.9%	?
CSc1sc(C(=O)O)c(C)c1C(C)=O	2%	i	11%	-3%	-3.3	10%	13%	-0.7%	0%
COc1ccc(NS(=O)(=O)c2cccc(C(=O)Nc3ccccc3C(=O)O)c2)cc1	-5%	i	-12%	3%	-0.7	?	-16%	0.0%	2%
COc1ccc2c(c1)c1c(c(=O)n(-c3ccc(C)cc3)c(=O)n1CC(=O)Nc1cc(C)ccc1C)n2C	11%	·	9%	·	·	·	?	2.3%	·
CCOc1ccccc1/C=N/n1c(C2CCCCC2)n[nH]c1=S	-15%	i	-3%	21%	-4.2	-19%	4%	0.1%	-2%
CC(=O)Nc1cccc(NC(=O)Cc2ccc3ccccc3c2)c1	-18%	i	1%	-4%	-1.7	4%	?	-0.2%	-6%
Cc1cc(C)c(S(=O)(=O)NCC(c2cccnc2)N2CCN(Cc3ccccc3)CC2)c(C)c1 (stereo not drawn)	-29%	·	-3%	-3%	0.7	-15%	-16%	0.1%	1%
CCCN(CCC)CCCNC(=O)c1cn(CC)c2ccc(S(=O)(=O)N3CCc4ccccc4C3)cc2c1=O	8%&-29%	i	-1%&-2%	0%	0.4	6%	9%&-5%	-0.4%&0.5%	1%
COc1ccc(N2CCN(C(=O)CCc3cc(OC)c(OC)c(OC)c3)CC2)cc1	-9%	i	2%	5%	-4.0	3%	-10%	0.1%	-1%
O=C(Cc1cccc(NC(=O)C2CCCN(C(=O)c3ccccc3)C2)c1)Nc1ccc(C(=O)N2CCOCC2)cc1 (stereo not drawn)	6%	i	-6%	1%	0.6	1%	-18%	0.4%	·
CCN1CCN(c2ccc(NC(=O)c3ccccc3F)cc2Cl)CC1	14%	i	-6%	8%	-1.7	-4%	?	3.2%	-3%
CCS(=O)(=O)NCC(c1cccnc1)N1CCN(c2ccccc2F)CC1 (stereo not drawn)	18%	i	1%	-7%	-0.6	0%[57.1 µM]	2%	0.2%	-2%
